RmlC RmlD mix – mixture blocks RmlC and RmlD coupled enzyme activity. RmlC/RmlD coupled enzyme inhibition, 384-well mixture HTS. inhibition, % at 5.5 µM. hit rate 0.39% among 110,000. AID 1532; in the data active means inhibition above about 30%, passing the limit was not always enough; further: strong numbers were not always called active
RT RNaseH block – blocks HIV-1 RNase H cleavage of RNA/DNA duplex. inhibition, % at 10 µM. P04585. hit rate 1.9% among 65,000. RT-RNase H RNA/DNA duplex cleavage, fluorescence; in the data active means inhibition above about 50%
* = called active by the depositor; . = not tested or not shown; + = active, no number; & = joins results of further samples. Some of the compounds tested, so the mix of outcomes need not match the whole.

SMILES	RmlC RmlD mix	RT RNaseH block
C=CCSc1nc(N)c2c(C)c(C)sc2n1	-11.2	-9.4
CCOC(=O)C1=C(N)N(c2ccccc2Oc2ccccc2)C(=O)C1	-9.4	-6.4
CCOC(=O)c1c(-c2ccc(C)o2)csc1NC(=S)NC(=O)c1ccccc1Br	7.4	.
CC(C)OCC(O)CN (configuration not stated)	-13.5	-13.1
Oc1ccc(Nc2nc(N3CCCC3)c3ccccc3n2)cc1	15.2	10.6
CCN(CC)CC#CCC(O)(c1ccccc1)C1CCCC1 (configuration not stated)	4.9	.
O=C1OCCC1NC1=NCCC1 (configuration not stated)	9.5	-12.1
CCOP(=S)(OCC)SCC(=O)NC(C)(CC)C(=O)O (configuration not stated)	-9.5	.
COc1ccc(-c2cc(C(F)(F)F)c(C#N)c(SCC(=O)Nc3nc(C)co3)n2)cc1	+	.
O=C(CCS(=O)(=O)c1ccc(Cl)cc1)Oc1ccc2c(c1)OCO2	5.5	-9.9
Cc1cc(C)n(-c2ccc(Cl)c(C(=O)OCC(=O)N3CCCCC3C)n2)n1 (configuration not stated)	10.5	-1.8
Cc1ccc(-n2ncc3c(N4CCCC(C)C4)ncnc32)c(C)c1 (configuration not stated)	60.8	-4.8
COc1ccc(C(=O)O/N=C/c2c(C(F)(F)F)nn(C)c2SCc2ccccc2Cl)cc1	-9.6	.
CCOC(=O)c1cnn(CCOC(=O)Cc2cccs2)c1NC(=O)Cc1cccs1	6.3	-10.0
CC(=O)NCCOc1nc(N(C)C)nc(N2CCOCC2)n1	-20.3	1.0
C/C(=N\NC(=O)CC(C)C)c1ccc(Cl)c(Cl)c1	-0.2	.
Cc1cc(=O)[nH]c(-c2ccccc2)n1	-23.6	.
CC(C)CC1NC2(C(=O)N(C)c3ccccc32)C2C(=O)N(C(C)C)C(=O)C12 (configuration not stated)	3.3	-3.5
CCCSCCCNC(=O)CC1Oc2ccccc2NC1=O (configuration not stated)	5.9	-4.9
COc1ccc(C(=O)/C=C/Nc2cc(C)on2)c(OC)c1	3.8	-1.3

2 entries from above, field by field:
molecule: Cc1ccc(-n2ncc3c(N4CCCC(C)C4)ncnc32)c(C)c1 (configuration not stated)
  RmlC RmlD mix = 60.8; RT RNaseH block = -4.8

molecule: COc1ccc(C(=O)O/N=C/c2c(C(F)(F)F)nn(C)c2SCc2ccccc2Cl)cc1
  RmlC RmlD mix = -9.6; RT RNaseH block = .

Continuation.
SMILES	RmlC RmlD mix	RT RNaseH block
COCCn1c(SCc2c(F)cccc2Cl)nc2c1c(=O)[nH]c(=O)n2C	-15.8	57.3*
CN1CCN(S(=O)(=O)c2ccc(NC(=O)c3cccs3)cc2)CC1	.	-14.7
Cc1ccc(C)n1-c1ccc(N2CCOCC2)c(Br)c1	-10.1	.
O=c1c2cc(N3CCOCC3)ccc2[nH]c(=S)n1Cc1cccc(Cl)c1	-20.8	.
COC(=O)c1ccc(NC(=O)CSc2nnc(-c3ccncc3)n2C)cc1	7.5	-1.1
O=C(Cn1nnc2c(cnn2-c2ccccc2)c1=O)N1CCN(c2ccccc2F)CC1	-14.0	-3.1
COc1ccc(/C=N/Nc2snc(SC)c2C#N)cc1OC	-14.4	.
COc1ccc(N2C(=O)CSC23C(=O)Nc2ccccc23)cc1 (configuration not stated)	-10.5	.
CCCCNC(=O)CC1N=C2c3ccccc3N=C(SCC(=O)Nc3ccc(OC)cc3)N2C1=O (configuration not stated)	-32.4	-2.3
Cc1ccccc1CSc1n[nH]c(NS(=O)(=O)c2ccccc2)n1	-5.6	.
CCOC(=O)/C(C#N)=C/NC(=O)NC(C)(C)C	7.2	.
CCNS(=O)(=O)c1ccc(NC(=O)Cn2nc(C(F)(F)F)cc2C)cc1	.	-15.1
CC(C)C(=O)N1CCN(c2ccc(NC(=O)c3ccc(Br)o3)cc2)CC1	-6.7	-3.4
Cc1ccc(-n2c(Cc3cccn3C)nnc2SCC(=O)Nc2ccc3c(c2)OCO3)cc1	-8.8	-6.0
CCOC(=O)c1c(N)nn(C(=O)C(C)C)c1-c1ccccc1	-4.9	-20.5
Cc1nnsc1NC(=O)OCc1ccccc1Cl	6.0	.
Cc1nc(C(=O)NC2CCOCC2)sc1C1(C)CC(c2cccc([N+](=O)[O-])c2)=NO1 (configuration not stated)	4.8	.
CCOC(=O)c1ccc(NC(=O)c2nc[nH]c2C(=O)N2CCN(c3ccccc3)CC2)cc1	3.9	.
O=C(NCc1nc2ccccc2[nH]1)C1=C[C@H](C2CC2)C[C@H](OCCCCO)O1	-5.2	.
CC(C)OCCCN1C=C2C(=O)C(C)(OC(=O)CCc3ccccc3)C(=O)C=C2C=C1c1ccc(C#N)cc1 (configuration not stated)	8.4	.

Four compounds out of the list, sorted by heavy-atom count, falling.
SMILES	RmlC RmlD mix	RT RNaseH block
CCCCNC(=O)CC1N=C2c3ccccc3N=C(SCC(=O)Nc3ccc(OC)cc3)N2C1=O (configuration not stated)	-32.4	-2.3
Cc1ccc(-n2c(Cc3cccn3C)nnc2SCC(=O)Nc2ccc3c(c2)OCO3)cc1	-8.8	-6.0
O=C(NCc1nc2ccccc2[nH]1)C1=C[C@H](C2CC2)C[C@H](OCCCCO)O1	-5.2	.
Cc1ccccc1CSc1n[nH]c(NS(=O)(=O)c2ccccc2)n1	-5.6	.

Compound profiles (already shown). Values in the order: RmlC RmlD mix | RT RNaseH block
`O=C(Cn1nnc2c(cnn2-c2ccccc2)c1=O)N1CCN(c2ccccc2F)CC1` is listed with -14.0 | -3.1
`Cc1nc(C(=O)NC2CCOCC2)sc1C1(C)CC(c2cccc([N+](=O)[O-])c2)=NO1` (configuration not stated) is listed with 4.8 | .

Remaining list, next part:
SMILES	RmlC RmlD mix	RT RNaseH block
CCOc1ccc2[nH]c(=O)c(CN(Cc3ccco3)C(=O)c3cccc(F)c3)cc2c1	.	1.8
Cc1ccc(C(=O)CN(C(=O)c2ccc(Cl)c(Cl)c2)N2C(=O)C3C4C=CC(C4)C3C2=O)cc1 (configuration not stated)	10.8	.
CCOP(=O)(C#CC(C)(C)C)C1(O)CCCCC1 (configuration not stated)	5.8	-3.6
O=C(NCCc1ccccc1F)C1CCCN1S(=O)(=O)c1ccccc1 (configuration not stated)	0.2	-4.4
CC1(C)CC(=O)C2=C(C1)N(CC1CCCO1)C(=O)NC2(C(F)(F)F)C(F)(F)F (configuration not stated)	-15.7	2.9
CC1Oc2ccccc2N(CC(=O)N2CCCc3ccccc32)C1=O (configuration not stated)	28.5	-13.0
CS(=O)(=O)NCCCNc1ccc(Cl)cc1[N+](=O)[O-]	2.5	.
CCc1nnc(NC(=O)CSc2nnc(-c3ccc(OC)cc3)n2C)s1	-8.4	-4.8
COc1ccc(NC2CC(=O)N(C(C)C)C2=O)cc1 (configuration not stated)	4.2	4.6
CCCNC(=O)c1cccc(COCC(F)(F)C(F)F)c1	7.9	-6.1
Oc1ccccc1C1=NCCNC(C(F)(F)C(F)F)=C1	3.3	-4.5
CCCCCCCCCn1c2c(c(=N)c3c1CCC3)CCC2	4.3	.
Cc1ccc(S(=O)(=O)N2Cc3ccccc3CC2C(=O)Nc2ccc3c(c2)OCO3)cc1 (configuration not stated)	-7.3	.
c1ccc(COc2cccc(CN3CCN(c4ccccn4)CC3)c2)cc1	12.4	8.0
CNC(=O)CSc1nnc(COc2ccc(Cl)cc2)n1CCOC	5.7	-37.8
CN1C2CCC1CC(=NO)C2	0.3	.
CCC(C)NC(=O)c1ccc(NC(=O)C2CCCO2)cc1 (configuration not stated)	5.5	3.7
COc1ccccc1-c1nnc(SCc2ccccn2)n1C	-457.6	0.1
CCOC(=O)c1c(C)[nH]c2cc(Br)c(O)cc12	1.3	1.4
Cc1cccn2c(=O)c3cc(C(=O)Nc4ccc(N(C)C)cc4)n(C)c3nc12	.	34.3
COC/C=C/C1=CC2=CC(=O)C(C)(OC(=O)c3cnc4ccccc4n3)C(=O)C2=CN1C(CO)CO (configuration not stated)	-28.9	.
CC(=O)c1c(COC(=O)c2ccco2)nc2ccccc2[n+]1[O-]	7.2	13.5
CCOC(=O)c1ccc(N2C(=O)C(O)=C(C(C)=O)C2c2ccccn2)cc1 (configuration not stated)	5.2	2.3
CCOC(=O)c1c(CN2CCC(C)CC2)oc2ccc(OC)cc12	-7.0	29.7
CC1=C(C(=O)OCc2ccccc2)C(c2ccccc2OC(F)F)NC(=O)N1 (configuration not stated)	-15.3	-37.2
Cc1ccc(C)c(C(=O)NCCN(C)C)c1	1.8	-7.0
CC(=O)Nc1cccc(OCC(=O)NC(C)C(C)C)c1 (configuration not stated)	6.3	.
c1ccc(-c2ccccc2-c2nc(-c3ccncc3)no2)cc1	-10.2	-62.6
Cc1cc(C(=O)NCCCC(=O)O)c(C)o1	3.9	.
Cc1cc(=O)n2[nH]c(-c3ccccc3Cl)cc2n1	3.8	-0.6
CCOP(=O)(OCC)C(NC(=O)C(Cl)Cl)C(Cl)(Cl)Cl (configuration not stated)	-15.8	.
Nc1ccc(Cl)c(NC(=O)c2cccs2)c1	6.0	-8.2
CCOc1ccc(-c2nnc(N)s2)cc1	-1.3	-5.9
O=C(Cn1c(=O)oc2ccccc21)NC(=O)NCc1ccco1	3.0	-6.2
COC(=O)C(CC(C)C)NC(=O)CSc1nc(-c2ccccc2)c(C#N)c(=O)[nH]1 (configuration not stated)	5.4	-8.5
CCOc1ccccc1C(=O)NC1CC2CCCC(C1)N2Cc1nnnn1Cc1ccco1 (configuration not stated)	-10.0	1.5
COc1ccc(C(=O)N2CC3(CC(c4cccc(NC(=O)CC(c5ccccc5)c5ccccc5)c4)=NO3)C[C@H]2C(N)=O)cc1 (some centres not stated)	2.2	.
COc1ccccc1C(=O)N1CCN(CCc2ccccc2)CC1	-12.7	-0.1
Cc1ccsc1C(=O)OC1CCOC1=O (configuration not stated)	.	-1.1
O=C(CSCc1ccccc1)Nc1cccc(C(=O)Nc2ccccc2C(=O)O)c1	3.7	.
Nc1cc(-c2ccccc2)nn1Cc1ccc(Cl)cc1	6.0	.
CC(=O)Nc1ccc(S(=O)(=O)Nc2ccc(N3CCOCC3)c(F)c2)cc1	8.7	-6.0
CCOC(=O)c1c(-n2c(C)cc(/C=C3/C(=O)NC(=O)N(CC)C3=O)c2C)sc2c1CCCC2	-12.1	.
O=S(=O)(c1cccc(-c2csc(-c3ccccc3)n2)c1)N1CCOCC1	10.9	-3.2
Cc1ccc(S(=O)(=O)N2CCCC(c3nnc4n3-c3ccccc3SC4)C2)cc1 (configuration not stated)	.	-21.2
CC(C)C(OC(=O)C1CCCO1)C(=O)NC1CCCC1 (configuration not stated)	-6.3	-8.6
O=C(NCCCn1ccnc1)C(=O)NCc1ccccc1	6.0	.
COC(=O)C1=C(C)N(CCCC(=O)O)C(=O)NC1c1ccccc1Cl (configuration not stated)	7.3	.
Cc1ccc(CNc2oc(COc3ccccc3Cl)nc2C#N)cc1	-1.7	-1.8
CC(C)(C)[C@@H]1C=C(C(=O)O)O[C@H](OCc2ccc(CO)cc2)C1	6.7	.
C=COCCn1c(C)c(C(=O)OCC)c2cc(O)ccc21	3.0	6.3
COc1ccc(NC(C)=O)cc1NC(=O)CSc1nnc(-c2ccc(F)cc2)n1N	1.5	-2.3
Cc1ccc(C(=O)Nc2nc(C)c(C)s2)o1	-17.0	.
COC(=O)C(Cc1ccccc1)NC(=O)COc1ccc(C(C)(C)C)cc1 (configuration not stated)	-50.5	.
O=C(COc1cccc(Oc2ccccc2)c1)Nc1ncccn1	6.3	-44.6
COc1cc(C(C)=O)ccc1OCC(O)CNCC1(N2CCCCC2)CCCCC1 (configuration not stated)	-8.2	4.7
O=C(NCCc1c[nH]c2ccccc12)c1cnc2sccn2c1=O	8.3	-12.8
COc1ccc(C2c3c(-c4ccccc4O)n[nH]c3C(=O)N2CCc2ccc(OC)c(OC)c2)cc1 (configuration not stated)	-12.4	4.3
O=C(COc1ccc(S(=O)(=O)N2CCOCC2)cc1)Nc1ccc2c(c1)OCCO2	-2.3	-14.2
Fc1ccc(SCCc2ccncc2)cc1	-8.7&4.8	.
(cont.)
SMILES	RmlC RmlD mix	RT RNaseH block
COc1cc(/C=C(/C#N)c2ccc(F)cc2)ccc1OCc1ccc(C(=O)O)o1	-7.9	-85.8
CC1CCc2nc(NC(=O)C3CC3)sc2C1 (configuration not stated)	-13.1	.
O=S(=O)(Nc1cccnc1)c1cccs1	1.9	-11.0
CCOC(=O)Cn1cc(C(=O)c2cccs2)c2ccccc21	-11.2	-6.9
O=P(Cc1ccccn1)(c1ccccc1)c1ccccc1	-29.2	.
Cc1ccc(OCCNS(=O)(=O)c2ccc(N3CCCC3=O)cc2)cc1	14.1	.
COc1ccc(OC)c(N=CC2=C(O)CC(C)(C)CC2=O)c1	0.5	2.7
COc1ccc(NS(=O)(=O)c2ccc(OC)c3ccccc23)cn1	.	-10.6
Cc1ccc(C2(COC(=O)C(C)C)CO2)c(OC(=O)C(C)C)c1 (configuration not stated)	5.6	.
COc1cc(OC)c2c(c1)OC(c1ccc(OC)c(OC)c1)C(O)C2=O (configuration not stated)	-24.4	-1.9
COC(=O)c1ccccc1Nc1cc(C)nc2nc(C)nn12	.	-11.0
Cc1cc(C)c2oc(-c3ccc(Cl)c(NC(=O)c4ccc(C#N)cc4F)c3)nc2c1	.	90.5*
COc1cccc(CNn2c(-c3cccc(C)c3)nc3ccccc3c2=O)c1O	-7.4	-5.5
O=C(c1cccs1)N1CCN(C(=O)N2CCOCC2)CC1	2.4	-12.8
COc1ccc(OCC(O)CN(C2CCCCC2)C2CCCCC2)cc1 (configuration not stated)	-9.1	.
O=C(CSc1nc(-c2ccco2)cc(C(F)(F)F)n1)NCCc1ccccc1	12.1	-10.1
CS(=O)(=O)Nc1ccc(C(=O)N2CCN(c3ccccc3)CC2)cc1	22.0	.
